# Rab7 wt GTP bind: modulators of GTP binding to dog Rab7 wildtype GTPase | GST-Rab7 beads, fluorescent GTP binding, flow cytometry; actives lie on both sides; untreated = 100%, excess cold GTP = 0% | GTP binding activity (percent of control), % at 10 µM | hit rate 0.055% among 190,000 | AID 758;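 active means fluorescent GTP binding to Rab7 beads changed by at least 20 points from the 100% baseline, either direction, mostly lower; inconclusive means compound itself probably fluorescent, or too few beads counted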;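 further: median green fluorescence of bound Bodipy-FL-GTP per Rab7 bead population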
# Mcl1-Noxa inh: disrupts binding of human Mcl-1 to Noxa peptide; TR-FRET Mcl-1/Noxa peptide binding, 2 h; Q07820; inhibition, % at 21.7 µM; hit rate 1.5% among 220,000;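 active means compounds that cut the protein-peptide binding signal by more than 50% relative to plate controls in a single-dose test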;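 further: His-tagged Mcl-1 with rhodamine Noxa BH3 peptide and terbium anti-His antibody; 0% = Mcl-1 plus Noxa peptide wells and 100% = peptide-only wells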
# ABCB1 block: human ABCB1 inhibition, ABCG2 as counter-screen; CCRF-Adr cells, JC-1 efflux, flow cytometry; inhibition, % at 6.6 µM; hit rate 0.067% among 190,000; in the data active means inhibition above about 40%;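 further: 0% = vehicle and 100% = reference inhibitor; higher value means more JC-1 retained so stronger ABCB1 efflux block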
# Pf gametocyte: inhibitors of late stage P. falciparum gametocyte viability; P. falciparum stage V gametocytes, ATP luminescence, 24 h; inhibition, % at 10.9 µM; hit rate 0.065% among 150,000; AID 743093;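 active means inhibition above the mean plus 3 SD of compounds within the control limits, set per campaign, cut at about 38% in these data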;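 further: 0% = DMSO wells and 100% = medium only without gametocytes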
# Rab2 wt GTP: changes GTP binding to wildtype dog Rab2A, up or down; P61105; GST-Rab2 wt beads, Bodipy-GTP binding, flow cytometry; GTP binding activity, % at 10 µM; hit rate 0.19% among 190,000; AID 760;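 active means GTP binding activity at least 20 points away from 100%, either lowered or raised; inconclusive means signal likely due to the compound's own green fluorescence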;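 further: 0% = beads with excess unlabeled GTP and 100% = no-compound control corrected for plate trend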
# Rac1 wt modul: modulators of human Rac1 wildtype GTP binding | P63000 | GST-Rac1 beads, fluorescent GTP binding, flow cytometry; actives lie on both sides; 0 = cold GTP competed, 100 = untreated | GTP binding activity (% of control), % at 10 µM | hit rate 0.27% among 190,000;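 active means GTP binding activity at least 20 points away from the 100% control level, either lower or higher; inconclusive means compound flagged as likely green fluorescent, judged across all proteins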
# Avidin bead fluor: compound fluoresces at 488/530 nm on avidin beads. compound fluorescence 488/530 nm, flow cytometry; active compounds read high. fluorescence (KMESF) at 10 µM. hit rate 0.38% among 220,000; in the data active means fluorescence above about 47; further: inactives centre near 10
# HRas wt GTP: changes GTP binding to wildtype human HRas. GST-Ras wt beads, Bodipy-FL-GTP binding, flow cytometry; actives lie on both sides. GTP binding activity, % at 10 µM. hit rate 0.14% among 190,000;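 active means GTP binding activity at least 20% away from the 100% baseline, either lowered as inhibitor or raised as activator; inconclusive means flagged as likely green fluorescent, judged across all proteins in the well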;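 further: 0% = unlabeled GTP competition control and 100% = no-compound control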
# Target sequence (P01112 whole entry, looked up): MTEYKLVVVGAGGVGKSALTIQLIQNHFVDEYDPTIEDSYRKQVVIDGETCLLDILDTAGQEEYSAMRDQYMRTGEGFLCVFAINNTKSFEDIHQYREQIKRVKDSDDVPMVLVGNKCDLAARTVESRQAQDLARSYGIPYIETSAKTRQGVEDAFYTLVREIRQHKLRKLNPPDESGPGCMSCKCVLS
# Cdc42 wt GTP: human Cdc42 wildtype GTP binding change, either direction. P60953. GST-Cdc42 beads, Bodipy-GTP binding, flow cytometry; actives lie on both sides. percent activity (GTP binding), % at 10 µM. hit rate 0.2% among 190,000;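 active means percent activity GTP binding at least 20 points away from the 100% baseline, either down as inhibitor or up as activator; inconclusive means compound flagged as likely green fluorescent from well-wide comparison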;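 further: median bead fluorescence of bound Bodipy-FL-GTP at 100 nM; 0% = excess unlabeled GTP control and 100% = no compound control; below 100% means less GTP binding so inhibitor and above means activator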
# Target sequence (P60953 whole entry, looked up): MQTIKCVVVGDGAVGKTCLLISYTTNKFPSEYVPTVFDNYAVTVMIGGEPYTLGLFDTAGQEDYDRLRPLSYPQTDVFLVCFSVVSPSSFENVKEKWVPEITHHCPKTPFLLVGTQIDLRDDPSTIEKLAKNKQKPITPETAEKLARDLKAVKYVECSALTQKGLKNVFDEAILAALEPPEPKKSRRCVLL
# Rac1 mut GTP: modulators of GTP binding to human Rac1 activated mutant. GST-Rac1 activated beads, fluorescent GTP binding, flow cytometry; actives lie on both sides; 100% means binding = to untreated wells. P63000. percent activity (GTP binding), % at 10 µM. AID 764. hit rate 0.11% among 190,000;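 active means GTP binding at least 20 percentage points away from the 100% baseline, in either direction, so actives lie on both sides; inconclusive means Compound likely fluorescent itself, or too few beads counted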
# ABCG2 block: blocks JC-1 efflux by human ABCG2 transporter; Q9UNQ0; IgMXP3 cells, flow cytometry; inhibition, % at 6.6 µM; hit rate 0.1% among 190,000; AID 1325;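 active means inhibition above 80%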;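 further: 0% = DMSO and 100% = nicardipine control wells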
# Target sequence (Q9UNQ0 whole entry, looked up): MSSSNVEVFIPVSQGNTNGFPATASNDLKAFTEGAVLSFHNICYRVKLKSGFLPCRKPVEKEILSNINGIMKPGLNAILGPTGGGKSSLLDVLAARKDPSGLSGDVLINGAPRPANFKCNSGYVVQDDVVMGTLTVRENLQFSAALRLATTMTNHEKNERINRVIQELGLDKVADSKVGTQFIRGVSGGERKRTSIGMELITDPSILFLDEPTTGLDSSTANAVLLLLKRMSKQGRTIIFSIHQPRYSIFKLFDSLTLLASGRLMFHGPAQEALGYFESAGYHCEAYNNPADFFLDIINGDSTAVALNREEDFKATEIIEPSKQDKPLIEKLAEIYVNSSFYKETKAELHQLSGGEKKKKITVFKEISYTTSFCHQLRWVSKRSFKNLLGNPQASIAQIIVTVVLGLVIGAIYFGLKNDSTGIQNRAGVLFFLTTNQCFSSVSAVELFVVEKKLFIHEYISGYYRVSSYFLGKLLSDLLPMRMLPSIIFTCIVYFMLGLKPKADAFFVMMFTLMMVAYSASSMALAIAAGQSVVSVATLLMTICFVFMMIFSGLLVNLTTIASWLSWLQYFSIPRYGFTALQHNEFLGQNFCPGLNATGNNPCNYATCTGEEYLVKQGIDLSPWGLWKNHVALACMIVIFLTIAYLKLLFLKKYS
#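 Measure – % inhibition of efflux relative to nicardipine and DMSO · Test system – ABCG2 IgMXP3 and barcoded ABCB1 CCRF-Adr cell mix · Control set – nicardipine as high control, DMSO as low control · Compound – one concentration, 6.6 µM final · Signal – flow cytometry of retained JC-1 fluorescence · Timing – 10 min exposure at 25 °C with rotation, no wash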
# The depositor's hits bear a star; ? = inconclusive; nt = no result given.
SMILES,Rab7 wt GTP bind,Mcl1-Noxa inh,ABCB1 block,Pf gametocyte,Rab2 wt GTP,Rac1 wt modul,Avidin bead fluor,HRas wt GTP,Cdc42 wt GTP,Rac1 mut GTP,ABCG2 block
COC(=O)c1cnn(-c2nc3c(C)cccc3s2)c1C,101.0,11.1,0.2,nt,103.0,105.0,18,104.0,107.0,103.0,5.8
CCc1c(C(=O)NNC(=S)NCc2ccccc2)csc1C,99.0,9.4,0.1,-53.5,100.0,102.0,17,101.0,100.0,102.0,-0.1
CCn1c(C)nc2cc(C(=O)N/N=C/c3ccccc3C)ccc21,95.0,-6.7,0.0,nt,98.0,99.0,3,96.0,95.0,98.0,0.5
O=c1[nH]c2ccccc2nc1/C=C/c1ccc(F)cc1,96.0,16.7,4.8,-7.8,96.0,100.0,6,99.0,98.0,95.0,9.3
CC(=O)c1ccc(NC2CC(O)C(O)CO2)cc1 (stereo not given),105.0,-5.2,0.6,nt,106.0,108.0,24,107.0,105.0,96.0,1.4
COc1cc(SC)ccc1C(=O)Nc1ccncc1,105.0,6.5,-0.5,-18.9,99.0,98.0,6,98.0,96.0,96.0,-1.9
CN(CCO)c1ncnc2nc[nH]c12,100.0,-2.3,-0.2,nt,104.0,105.0,21,101.0,103.0,99.0,-0.3
C/C(=N\NC(=O)c1cc(-c2ccco2)nc2ccccc12)c1cccnc1,103.0,33.2,-0.1,3.8,96.0,98.0,8,99.0,95.0,94.0,-0.6
CCOc1ccccc1N1CC(C(=O)NCCc2ccc(S(N)(=O)=O)cc2)CC1=O (stereo not given),104.0,25.5,0.8,-0.3,104.0,107.0,39,104.0,106.0,101.0,2.1
Cc1oc2c(C)c(O)ccc2c(=O)c1-c1nncn1-c1ccccc1,96.0,45.9,-0.1,-33.6,92.0,93.0,10,91.0,91.0,95.0,4.9
COC(=O)c1sc(Nc2ccccc2)nc1C,101.0,-0.3,-3.1,19.6,103.0,108.0,9,102.0,103.0,101.0,-4.4
COc1cc(C(=O)N(CCc2ccccc2)C2=CC3CCC(C2)N3C)cc(OC)c1OC (stereo not given),94.0,32.0,0.6,20.0,101.0,103.0,6,101.0,100.0,99.0,3.7
Cc1sc2nc(SCC(=O)N3CCN(CCO)CC3)n(-c3ccccc3)c(=O)c2c1C,95.0,-9.3,-0.1,-32.0,96.0,98.0,26,96.0,97.0,96.0,-0.7
Nc1ccc(N2CCCCC2)c2nonc12,98.0,30.1,0.1,15.9,95.0,97.0,10,95.0,92.0,94.0,0.3
Cc1ccc(NC(=O)c2cn(CCC#N)nc2-c2cccs2)c([N+](=O)[O-])c1,98.0,12.8,1.4,2.8,93.0,103.0,23,98.0,101.0,96.0,11.5
CCOc1cc(-c2cc(-c3ccc(C)o3)nc(N)c2C#N)ccc1O,99.0,39.0,1.6,9.1,100.0,101.0,9,99.0,101.0,99.0,4.7
Fc1cc(F)c2nc(Nc3nc4cc5c(cc4s3)OCO5)sc2c1,?,98.8*,-0.6,9.5,?,?,1,?,?,?,-1.8
CC(C(=O)N1c2ccccc2Sc2ccccc21)n1nnc(-c2cccs2)n1 (stereo not given),95.0,3.6,1.6,nt,98.0,104.0,10,99.0,102.0,100.0,13.4
COc1ccc(NC(=O)C2=C(C)C(=O)OC23CCC(C)CC3)cc1Cl (stereo not given),102.0,9.8,0.4,-12.0,102.0,106.0,10,101.0,105.0,101.0,26.2
CCCC(=O)Nc1cccc(-c2cn3cccnc3n2)c1,105.0,4.4,0.0,-10.2,92.0,91.0,6,93.0,91.0,90.0,2.1
CCOc1ccc(C(=O)Nc2cc(OC)ccc2OC)cc1,98.0,15.1,0.4,nt,96.0,98.0,9,99.0,97.0,95.0,3.1
CCCN1C(=O)/C(=C/c2ccncc2)SC1=S,105.0,2.6,-0.4,nt,105.0,106.0,2,106.0,101.0,103.0,-1.3
COc1ccc(N2CC(C(=O)NC3CC(C)(C)NC(C)(C)C3)CC2=O)cc1 (stereo not given),102.0,17.8,-1.0,nt,101.0,109.0,8,102.0,99.0,103.0,-1.4
COC(=O)COc1ccc(S(=O)(=O)N2CCc3ccccc3C2)cc1C,102.0,5.5,0.8,nt,105.0,104.0,12,108.0,107.0,99.0,3.1
CNC(=S)Nc1cccc2[nH]ncc12,105.0,14.0,0.2,7.4,102.0,102.0,11,104.0,104.0,99.0,2.2
CC1(C)CC(=O)C(CCCN2C(=O)c3ccccc3C2=O)C(=O)C1,97.0,-10.9,1.2,nt,103.0,102.0,9,102.0,104.0,100.0,4.7
CC(Oc1cccc(Cl)c1)C(=O)NCCCCc1ccccc1 (stereo not given),100.0,14.9,0.2,4.7,97.0,102.0,14,99.0,98.0,96.0,4.8
COc1ccc(N2CCN(C(c3nnnn3CCc3ccccc3)C(C)C)CC2)cc1 (stereo not given),99.0,8.2,0.8,nt,101.0,104.0,6,102.0,103.0,99.0,2.7
COc1ccc(CCNC(=O)C(=O)NCC2OCCN2S(=O)(=O)c2ccc(Br)cc2)cc1OC (stereo not given),104.0,4.8,2.2,8.2,100.0,103.0,4,99.0,100.0,100.0,5.7
CN=C(Nc1cc(C)nn1-c1ccccc1)c1ccc(F)cc1,95.0,-3.9,0.1,-33.4,97.0,100.0,6,98.0,101.0,99.0,0.7

# The final two entries of the section before are carried over, then new ones follow:
SMILES,Rab7 wt GTP bind,Mcl1-Noxa inh,ABCB1 block,Pf gametocyte,Rab2 wt GTP,Rac1 wt modul,Avidin bead fluor,HRas wt GTP,Cdc42 wt GTP,Rac1 mut GTP,ABCG2 block
COc1ccc(CCNC(=O)C(=O)NCC2OCCN2S(=O)(=O)c2ccc(Br)cc2)cc1OC (stereo not given),104.0,4.8,2.2,8.2,100.0,103.0,4,99.0,100.0,100.0,5.7
CN=C(Nc1cc(C)nn1-c1ccccc1)c1ccc(F)cc1,95.0,-3.9,0.1,-33.4,97.0,100.0,6,98.0,101.0,99.0,0.7
O=C(Cn1cc2c(n1)CCCCC2)NC1CCCCCC1,99.0,4.3,-2.5,nt,102.0,105.0,8,105.0,104.0,99.0,-3.2
FC(F)(F)c1ccc(N2CCOCC2)c(NC2=NCCCCC2)c1,102.0,11.5,0.2,nt,102.0,102.0,38,103.0,104.0,100.0,0.6
CN(CCOC(=O)c1ccc2c(c1)OCCO2)C(C)(C)C,96.0,18.9,0.5,5.1,98.0,104.0,7,100.0,103.0,102.0,5.8
CCCc1nnc(NC(=O)CCC(=O)N2CCCCCC2)s1,100.0,14.0,0.7,nt,104.0,102.0,14,104.0,104.0,100.0,2.8
CCC(CC)C(=O)Nc1nnc(-c2cccs2)s1,104.0,17.2,0.6,nt,101.0,106.0,33,104.0,106.0,101.0,1.7
Cc1ccc2c(c1)Oc1ccc(NC(=O)CCCl)cc1C(=O)N2,104.0,-3.7,1.5,-4.3,96.0,101.0,11,95.0,95.0,92.0,13.9
CN(C)c1ccc(C(=O)OCC(=O)Nc2ccc(S(N)(=O)=O)cc2)cc1,99.0,-8.1,0.3,nt,104.0,103.0,6,102.0,104.0,101.0,0.7
Cc1cc(C(=O)CSc2nc(N)cc(=O)[nH]2)c(C)n1CCc1ccc(Cl)cc1,106.0,7.2,0.6,nt,102.0,108.0,10,104.0,103.0,102.0,7.7
Cc1ccc(CNC(=O)CSc2nnnn2C)cc1,96.0,3.9,0.3,2.1,96.0,97.0,37,98.0,98.0,95.0,0.8
COc1cc(C)nc(N2CCC(C(N)=O)CC2)n1,99.0,4.0,1.0,nt,100.0,106.0,6,102.0,101.0,98.0,2.6
Cc1ccc(CNC(=O)c2ccc(C#CC(C)(C)O)s2)cc1,100.0,1.0,-0.6,6.4,102.0,105.0,13,101.0,100.0,100.0,3.6
Cn1cnnc1SCC(=O)N1CCc2ccccc21,96.0,-10.8,-1.2,nt,100.0,101.0,6,102.0,104.0,98.0,0.1
CC(=O)Nc1cccc(NC(=O)c2c(-c3c(Cl)cccc3Cl)noc2C)c1,100.0,67.2*,0.9,-3.2,100.0,100.0,20,99.0,100.0,100.0,2.8
O=C(O)CC(c1cccc2ccccc12)N1Cc2ccccc2C1=O (stereo not given),100.0,12.3,-0.7,13.0,93.0,93.0,9,92.0,93.0,91.0,3.1
COCC(=O)Nc1ccc(Br)cc1,?,6.7,0.6,-1.5,?,?,9,?,?,?,2.4
CC(=O)Nc1ccc(S(=O)(=O)NCc2cccnc2)cc1,98.0,-8.2,0.0,-14.1,101.0,102.0,8,99.0,99.0,100.0,-0.9
O=C1C2C3c4ccccc4C(c4ccccc43)C2C(=O)N1c1ccncc1 (stereo not given),101.0,-6.1,0.6,-14.6,99.0,101.0,11,99.0,98.0,97.0,-0.9
Cc1ccc(C(=O)OC2OC(=O)C(Cl)=C2N2CCOCC2)cc1 (stereo not given),98.0,-4.9,0.1,10.2,98.0,102.0,2,101.0,99.0,101.0,0.5
CCCCCCCOC1(c2ccccc2)OC(=O)c2ccccc21 (stereo not given),100.0,1.6,1.0,nt,103.0,100.0,17,100.0,101.0,99.0,16.3
COc1ccc(-c2cc(C(=O)N3CCN(C(c4ccccc4)c4ccccc4)CC3)no2)cc1OC,100.0,18.0,4.9,nt,93.0,101.0,11,98.0,98.0,99.0,23.2
Cc1ccc(C(=O)c2cc([N+](=O)[O-])ccc2N2CCCCC2)cc1,98.0,11.2,1.1,10.9,99.0,102.0,11,99.0,98.0,99.0,4.5
COc1ccc(NC(=O)c2ccc3c(c2)NC(=O)CO3)cc1OC,95.0,-2.2,0.1,-5.8,96.0,96.0,9,93.0,98.0,96.0,1.0
CN1CCN(C(=O)C(Cc2ccccc2)NS(=O)(=O)c2ccc3c(c2)CCC(=O)N3)CC1 (stereo not given),98.0,-1.3,-0.1,nt,97.0,95.0,5,97.0,97.0,95.0,-0.5
O=C(Nc1ccccc1N1CCCC1)c1cccc(Cl)c1Cl,97.0,3.9,-2.0,10.9,97.0,103.0,12,98.0,100.0,95.0,-0.2
O=C(COC(=O)C1CCN(S(=O)(=O)c2cccs2)CC1)NCc1ccccc1,94.0,3.6,0.0,11.0,98.0,96.0,11,95.0,97.0,97.0,0.6
CC(=O)c1ccc(OC(C)C)c(CN2CCCCC2)c1,94.0,12.1,0.3,20.0,98.0,104.0,30,97.0,100.0,97.0,10.8

# This is a random part of the collection, and some 2.3% of all compounds hit somewhere here.
